# Screening data: PubChem, National Center for Advancing Translational Sciences (NCATS)
# Giardia killer – Small Molecules that selectively kill Giardia lamblia: qHTS | AID 540267, 2011 | activity change, % at 7.66 µM, hits read low | Giardia lamblia trophozoite viability | hit rate 0.15% among 340,000; in the data active = activity change below about -80%; inconclusive = between about -30% and that limit;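 also: parasites exposed to compound for two days anaerobically before the ATP read; % is scaled to controls: 0 for no effect and ±100 for the full control effect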
#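 Compounds were tested on trophozoites seeded at 100 cells/well and held 48 hrs at 37 deg C anaerobically. An ATP-based luminescent kit measured the remaining live cells.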
# TSHR antagonist – Antagonists of the Thyroid Stimulating Hormone Receptor: HTS campaign. TSHR-expressing cells, TSH-stimulated cAMP HTRF, 2 h; active compounds read low. activity change, negative = inhibition, % at 11.5 µM. hit rate 0.2% among 330,000;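 active = activity change below a set negative limit, meaning inhibition stronger than a set level, cut at about -70% in these data; inconclusive = activity change between two set negative limits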; also: % is scaled to controls: 0 for no effect and ±100 for the full control effect
# Target sequence (P16473 whole entry, looked up): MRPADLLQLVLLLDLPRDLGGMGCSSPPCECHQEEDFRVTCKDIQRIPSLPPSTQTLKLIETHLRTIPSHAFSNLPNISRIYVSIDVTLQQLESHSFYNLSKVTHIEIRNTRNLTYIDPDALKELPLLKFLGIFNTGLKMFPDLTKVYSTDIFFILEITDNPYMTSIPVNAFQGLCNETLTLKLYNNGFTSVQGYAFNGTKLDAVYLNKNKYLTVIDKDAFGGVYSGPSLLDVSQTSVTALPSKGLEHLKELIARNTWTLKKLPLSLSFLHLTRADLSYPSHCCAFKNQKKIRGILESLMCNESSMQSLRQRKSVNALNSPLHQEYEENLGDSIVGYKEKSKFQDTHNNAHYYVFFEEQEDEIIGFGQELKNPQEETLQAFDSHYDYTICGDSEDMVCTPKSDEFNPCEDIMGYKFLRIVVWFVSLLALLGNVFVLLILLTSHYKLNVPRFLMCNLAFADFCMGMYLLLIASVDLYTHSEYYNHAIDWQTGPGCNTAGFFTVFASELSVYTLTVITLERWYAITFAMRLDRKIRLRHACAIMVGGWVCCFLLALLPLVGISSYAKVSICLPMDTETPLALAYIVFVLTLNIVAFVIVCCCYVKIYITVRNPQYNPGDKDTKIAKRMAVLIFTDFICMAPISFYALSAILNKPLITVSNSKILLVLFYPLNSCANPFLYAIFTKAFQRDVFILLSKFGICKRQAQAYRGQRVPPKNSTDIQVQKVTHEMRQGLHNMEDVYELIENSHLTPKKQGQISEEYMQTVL
#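 Read-out is FRET at 665 nm (cryptate excitation 337 nm) from a cryptate-tagged anti-cAMP antibody, competed by cell cAMP against cAMP-d2. Compounds are tested on freshly harvested TSHR cells challenged with 4nM TSH (EC80) for 2 hours at 37 deg C.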
# TCR act – Activators of T cell receptors: qHTS campaign. primary human leukocytes, anti-CD3, IL-2 HTRF, 48 h. Potency, µM (series often up to 9.22 µM), inactives show at the top dose activation of IL-2 secretion, most hits filed as activators. 330,000 tested, under 10 active. AID 504894, 2011; also: % of control where 0% means no effect
#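 IL-2 release read by HTRF sandwich (Eu cryptate donor, d2 acceptor, 665 nm emission) after 48 hr exposure of primary human leukocytes to compound together with anti-CD3 beads in the absence of co-stimulatory signals.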
# GALK inh – qHTS Assay for Inhibitors of Human Galactokinase (GALK) | P51570 | Purified GALK, Kinase-Glo residual ATP luminescence | Potency, µM (top dose mostly 57.5 µM), for the others: at the highest dose activity change, negative = inhibition, actives largely listed as inhibitors | hit rate 0.007% among 270,000 | AID 1868, 2009; also: potency is read from the fitted curve at half-maximal effect; % is scaled to controls: 0 for no effect and ±100 for the full control effect
#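 Quantitative HTS: GALK 5 nM, ATP 35 uM, galactose 100 uM, 1 h room temperature, then luciferase-based ATP detection.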
# BCR signal inh – qHTS Assay to Find Inhibitors of Chronic Active B-Cell Receptor Signaling | hit rate 0.05% among 340,000 | Potency, µM (titrated, usually from 46.1 µM), inactives show at the top dose ratio change, negative = lower green/red ratio, usual class: inhibitors | AID 493014, 2011 | ABC-DLBCL IkBa-CBG/CBR reporter, luminescence ratio, 4 h; active = well fitted inhibition curve with a large enough effect in the signal ratio, with a control signal flat, not every such curve was filed as active; inconclusive = small, poorly fitted or top-dose-only effect, or effect the other way, or a change in a side signal; the % refers to the signal ratio;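 also: potency is read from the fitted curve at half-maximal effect; plate controls were basal doxycycline-induced cells for no effect and cells given 10 µM MG132 for full effect; MG132 reads +100%, hits lower the ratio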
#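 Cell line TMD8 (human ABC DLBCL), stably expressing tet-inducible CBG68-IkBa fusion and CBR; IMDM/0.5% FBS; cpd up to 46 uM; dox induction, 4 h, 37C/5% CO2; dual luminescence; green/red ratio; MG132 control.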
# MLL CXXC-DNA inh – qHTS Fluorescence Polarization Assay for Inhibitors of MLL CXXC domain - DNA interaction; Histone-lysine N-methyltransferase 2A (Homo sapiens), Q03164; MLL-CXXC / FITC-HOXA9 DNA fluorescence polarization; Potency, µM (series often up to 115 µM), inactives show at the highest dose activity change, negative = inhibition, actives largely listed as inhibitors; hit rate 0.037% among 290,000; AID 2662, 2010; active = well fitted inhibition curve with a large enough effect in the polarisation, with a control signal flat, not every such curve was filed as active; inconclusive = small, poorly fitted or top-dose-only effect, or effect the other way, or a change in a side signal; inactive = no such curve, though single readings can be large or run the other way; the % refers to the polarisation; also: potency is read from the fitted curve at half-maximal effect
#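 Fluorescence polarization: 7 uM MLL-CXXC (stock) preincubated 5 min with compounds, then 50 nM fluorescein-HOX-A9 DNA (stock) added; 30 min ambient. Buffer 50 mM Tris-HCl pH 7.5, 50 mM NaCl, 1 mM DTT, 0.05% BSA.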
# A-T KAP1 phos – qHTS Assay for Identifying a Potential Treatment of Ataxia-Telangiectasia | […] A-T fibroblasts, KAP-1 phosphorylation AlphaLISA; neocarzinostatin DNA damage 30 min before lysis | Potency, µM (titrated, usually from 57.5 µM), for the others: at the highest dose activation, actives largely listed as activators | hit rate 0.19% among 320,000 | AID 485349, 2010; also: potency is read from the fitted curve at half-maximal effect; % of control where 0% means no effect; nearly all actives have a fitted effect of over 45% in size
#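 hTERT-immortalized A-T patient fibroblasts ([…]), 500 cells/well in OPTI-MEM, 1% FBS, got compounds for 60 min, then NCS for 30 min at 37C. Lysates were then assayed for phospho-KAP-1 by AlphaLISA (anti-pKAP1 donor, anti-KAP1 acceptor beads), 6 hr at 25C.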
# FBPA coupling cs – qHTS Assay for Inhibitors of Fructose-1,6-bisphosphate Aldolase from Giardia Lamblia: Coupling assay counterscreen; coupling enzyme system counterscreen, AmpLite Red fluorescence; activity change, negative = inhibition, % at 58.2 µM, hits read low; hit rate 0.67% among 290,000; AID 2472, 2010; in the data active = activity change below about -30%; also: % is scaled to controls: 0 for no effect and ±100 for the full control effect
#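 First, compound is pin-transferred into glyceraldehyde-3-phosphate coupling-enzyme reagent at 57.5 uM final and held 10 min at RT. Next, substrate, coupling system and AmpLite Red are added. After 20 min RT, fluorescence (525/598 nm) is read.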
# Tb PFK block – qHTS Assay to Find Inhibitors of T. brucei phosphofructokinase; ATP-dependent 6-phosphofructokinase (Trypanosoma brucei brucei), O15648; T. brucei PFK, ADP-Glo luminescence; Potency, µM (top dose mostly 57.5 µM), for the others: top-dose activity, negative = inhibition, usual class: inhibitors; hit rate 0.17% among 330,000; AID 485367, 2010;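 also: potency is read from the fitted curve at half-maximal effect; 0% = uninhibited 1x PFK enzyme wells and -100% = no-enzyme wells; nearly all actives have a fitted effect of over 60% in size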
#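 In TEA buffer at pH 8.0 with 5 mM MgCl2, enzyme (1.25 nM) converted F6P (0.5 mM) and ATP (0.1 mM) for 45 min at room temperature. ADP product was read by luciferase luminescence.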
# KCNH2 WT inh – qHTS for Inhibitors of KCHN2 3.1: Wildtype qHTS | hit rate 0.37% among 340,000 | U2OS, BacMam KCNH2, thallium flux FluxOr; active compounds read low | activity change, % at 1.84 µM;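 active = maximum activity change below -70%; inconclusive = maximum activity change between -70% and -50%; inactive = maximum activity change above -50%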; also: % is scaled to controls: 0 for no effect and ±100 for the full control effect
#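 U2OS cells transduced with wild-type KCNH2 virus are loaded with FluxOr dye for 45 min, and thallium flux is measured in kinetic reads before and after stimulation buffer. Rate constants are normalized to DMSO controls.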
# * = called active by the depositor; ? = inconclusive; . = no result given; & = joins results of further samples; [ ] = dose if it differs, or a comment. Unless noted, calls follow the shape of the dose curve; as a rule, active = well fitted curve in the direction sought with a large enough effect; inconclusive = small, poorly fitted or top-dose-only effect, or another doubt; inactive = no such curve, though single readings can be large; an effect the other way counts as inactive or inconclusive.
SMILES,Giardia killer,TSHR antagonist,TCR act,GALK inh,BCR signal inh,MLL CXXC-DNA inh,A-T KAP1 phos,FBPA coupling cs,Tb PFK block,KCNH2 WT inh
CCOC(=O)c1cccc(NC(=O)C2CCN(c3ncnc4c3nc3n4CCCCC3)CC2)c1,18.0,40.8,4.8%,6.6%,-6.5%,1.8%,7.7%,0.2,0.1%,-11.9
CN(/N=C/c1cc(Cl)cc(Cl)c1O)C(=S)NC(C)(C)C,-15.6,-0.7,15.3%,.,?,-11.4%,1.9%,2.0,-2.4%,-4.3
Cc1cc(C)n2nc(C(=O)OCCOc3cccc(Br)c3)nc2n1,17.9,-4.6,-1.1%,2.0%,4.8%,-8.3%,4.6%,0.1,-1.2%,8.2
CCN1CCN(S(=O)(=O)c2ccc(Cl)c(C(=O)N(CC)Cc3ccccc3)c2)CC1,9.8,-2.3,8.0%,.,11.3%,.,3.1%,.,0.7%,-5.1
O=S(=O)(Nc1ccc(N2CCOCC2)cc1)c1ccc2ccccc2c1,-9.9,16.7,1.0%,1.6%,-0.6%,-0.8%,.,-12.7,2.9%,18.7
CC[N+]1(C)CCC(=C2c3ccccc3CC(=O)c3sccc32)CC1 (configuration not stated),6.5,2.8,0.6%,-1.4%,1.4%,-8.4%,-7.6%,-3.7,-4.4%,10.4
COc1cc(SC#N)ccc1N=Cc1c(C)[nH]n(-c2ccc(Cl)cc2)c1=O,7.8,-17.9,-16.6%,1.7%,?,28.0%,-8.1%,3.3,-6.2%,1.0
O=C(Nc1ccc(-c2ccc3nncn3n2)cc1)c1ccc(Br)o1,-17.6,12.0,-0.3%,-1.3%,-0.2%,-0.4%,2.3%,-0.3,4.0%,5.4
CSCC[C@H](NC(=O)c1cccs1)C(=O)N1CCC2(CC1)NCCc1[nH]cnc12,10.2,10.2,-2.6%,1.3%,2.0%,7.2%,-2.7%,2.0,0.6%,-4.0
COc1ccc(Cl)cc1NC(=O)CN(C)CC(=O)Nc1cc(OC)c(OC)c(OC)c1,14.4,-3.1,-2.8%,2.9%,-1.4%,6.3%,-1.1%,-0.4,2.4%,0.2
CCNc1nc(SCC(=O)OC)nc(N2CCOCC2)n1,2.5,0.2,.,6.6%,-6.5%,0.2%,4.0%,0.1,1.2%,-2.7
COc1ccc(CC(=O)N/N=C/c2cccs2)cc1OC,-24.5,-7.1,11.4%,-2.0%,-5.4%,-10.7%,1.0%,-0.5,0.0%,1.5
N#C/C(=C/c1cccn1-c1cccc(C(=O)O)c1)c1ccc(Cl)cc1,-7.1,-30.6,-4.0%,3.8%,11.2%,-3.8%,-4.4%,15.7,-13.2%,1.6
COc1ccc(OC)c(-c2c3cc(O)c(=O)cc-3oc3cc(O)c(O)cc23)c1,-16.7,-8.6,4.6%[46.1 µM],0.9%,?,?,-0.4%,-52.5*,9.53µM*,-17.0
CN1CCC2(CC1)C1CN(C)CC=C1C(C#N)=C(N)C2(C#N)C#N (configuration not stated),13.8&3.8,0.5&28.9,4.4%&-7.8%,2.4%&6.3%,0.0%&11.4%,?,-5.4%&12.2%,-12.3&-9.9,4.1%&-15.8%,0.0&-8.2
CCOc1ccc(C(C)=O)cc1CN1C(=O)NC2(CCCCCC2)C1=O,-6.8,-0.1,0.9%,3.9%,-7.8%,-1.4%,-1.8%,0.1,-2.9%,-1.2
Nc1ccc(/C=C/c2ccc3ncccc3c2)cc1,-14.3,21.3,-5.7%,-0.3%,?,48.9%[activator],?,-2.2,-18.7%,-17.1
CC(C(=O)Nc1ccccc1-c1ccccc1)N1CCN(Cc2ccccc2)CC1 (configuration not stated),-15.9,-8.4,-11.3%,-2.6%,3.6%,6.4%,0.8%,2.1,-3.8%,-18.5
C/C(=N\Nc1ccc(C(=O)O)cc1)c1ccc(Br)cc1,?,-3.9,3.4%,.,?,-4.4%,-1.7%,5.7,?,2.3
C[C@@H]1[C@H]2CCCC[C@H]2CN(C(=O)OC(C)(C)C)[C@@H]1CC(=O)c1ccccc1,-7.2,1.2,-1.8%[46.1 µM],.,-4.5%,.,-8.9%,.,-2.8%,10.3
COc1ccccc1CCNC(=O)C(=O)NCC1OCCN1S(=O)(=O)c1ccc(Cl)cc1 (configuration not stated),-1.0,0.7,0.5%,.,4.2%,.,-4.1%,0.0,-0.3%,-0.1
C/C(=N\NC(N)=S)C1=CCC2C3CC[C@H]4CC(O)CC[C@]4(C)C3CC[C@]12C (some centres not stated),2.5,-15.9,-1.9%,-1.9%,-1.1%,15.4%,-8.8%,0.0,-1.2%,-2.1
NC(=O)CC(NC(=O)c1ccc(Br)cc1)c1ccc(N2CCN(c3ccccn3)CC2)c([N+](=O)[O-])c1 (configuration not stated),20.3,2.2,-8.2%,-2.7%,-1.4%,-3.5%,?,4.3,-6.0%,14.3
CCOc1ccccc1N(CC(=O)N1CCOCC1)S(=O)(=O)c1ccc(SC)cc1,3.2,0.4,2.7%,-0.1%,?,0.5%,1.9%,2.7,0.3%,-6.0
CCc1ccc(/C=C(\Cl)c2nc3cc(Cl)ccc3c(=O)[nH]2)cc1,-12.1,-4.5,-7.2%[46.1 µM],1.9%,?,-8.8%,-6.6%,-0.1,0.7%,?
Cc1cccc(N)c1SC1CCCCC1O (configuration not stated),2.8,8.7,-5.5%[46.1 µM],1.1%,?,12.3%,-0.4%,-2.6,3.3%,7.4
CC1(C)CC(=O)C2=C(C1)N1C(=C(C#N)C2c2ccccc2Cl)N=C(N)c2ccccc21 (configuration not stated),-14.8,-9.5,2.6%,.,-4.6%,11.3%,4.8%,-2.7,-1.7%,3.0
COc1ccc(/C=C2\SC(=S)N(CCC(=O)NCCCn3ccnc3)C2=O)cc1,0.8,6.0,-0.9%,-7.7%,?,-2.9%,-8.8%,.,6.0%,2.3
Cc1nc(NC(=O)COc2ccccc2)sc1C(=O)Nc1ccccc1,6.2,-1.3,-3.8%,0.0%,?,8.9%,.,3.0,-0.9%,1.3
COC(C(=O)Nc1ccnn1C1CCN(Cc2ccc(Cl)s2)CC1)c1ccccc1 (configuration not stated),27.6,2.2,2.1%,-4.1%,-1.3%,-5.0%,19.9%,1.2,0.9%,1.7
CS(=O)(=O)N1CCCC(c2nc(-c3ccc(S(=O)(=O)NCc4ccccc4)cc3)no2)C1 (configuration not stated),-4.6,-43.4,-8.6%,1.9%,-15.3%,5.8%,1.0%,-0.3,1.0%,-11.9
CC(C)C(NS(=O)(=O)c1cccc(C(F)(F)F)c1)C(=O)NCc1cccs1 (configuration not stated),7.4,3.2,-1.0%,.,0.0%,.,13.2%,.,0.0%,-0.2
CC(=O)NCCn1c(SCC(=O)NCCC2=CCCCC2)nc2ccccc2c1=O,-9.0,-5.3,-5.3%,4.2%,0.8%,-9.4%,.,0.7,-4.9%,3.2
N[C@@H](Cc1ccc(O)c(I)c1)C(=O)O,.,-11.5&-4.6,.,.,-1.2%,2.2%&-2.4%,1.2%,5.0,2.2%,.
Cc1cccc(NC(=S)N2CCOCC2)c1C,8.2,-1.8,1.7%[46.1 µM],-2.2%,-1.5%,-4.7%,4.7%,2.5,-1.3%,3.3
CCCCn1nnnc1NCc1cc(OC)c(OC)c(OC)c1,-2.3,-6.7,6.8%,1.3%,-0.2%,2.9%,3.9%,0.0,-8.5%,-6.9
O=c1c2ccccc2nnn1CSc1nnc(-c2cccnc2)n1-c1ccccc1F,12.8,-2.3,-1.9%,2.4%,-1.9%,4.4%,10.3%,-1.6,-2.1%,-3.9
CCN(CC)S(=O)(=O)c1cccc(C(=O)NCCCN2CCOCC2)c1,-0.6,-3.9,.,0.0%,0.1%,-5.8%,14.9%,-0.4,-1.7%,0.4
COc1ccccc1N/C(N)=N/c1nc(C(F)(F)F)cc(=O)[nH]1,-6.1,-33.5,-3.9%,-1.5%,?,13.3%,16.0%,0.9,-1.0%,0.5
